# Screening results: PubChem, several laboratories
# KOR beta-arrestin-1 – KOR antagonists, beta-arrestin recruitment, cell-based, luminescence, uHTS (AID 1778) | KOR beta-arrestin recruitment, luminescence, antagonist mode; higher % means a stronger effect | one-dose inhibition, % at 10 µM; IC50 in µM for titrated hits | hit rate 0.091% among 290,000; also: strong numbers were not always called active
# Myeloid diff MLP – compounds promoting myeloid differentiation; ER-HoxA9 myeloid progenitors, lysozyme-GFP differentiation, flow cytometry; calls only at 10 µM; hit rate 1% among 360,000;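 active = normalized GFP-positive differentiation at or above the plate's own cutoff, the solvent-only control mean plus 3 SD; inconclusive = no clear call, values can overlap the other calls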;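 also: cells exposed to compound for four days before flow analysis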
# GPR55 beta-arrestin – GPR55 agonists via beta-arrestin recruitment, primary screen, imaging, U2OS cells, beta-arrestin-GFP redistribution (AID 1961) | hit rate 0.048% among 290,000 | U2OS GPR55 beta-arrestin-GFP redistribution imaging; higher % means a stronger effect | activation, % at 10 µM; hits with a dose series show EC50 in µM;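 active = activation above 40% with more than 50 cells counted in the well; inconclusive = wells holding fewer than 50 cells, flagged as toxic or sparse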;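 also: U2OS osteosarcoma cells stably expressing GPR55 and beta-arrestin-GFP; plate controls were DMSO negative control for no effect and LPI positive control for full effect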
# T cell HTS – T cell immune modulators affecting CD8 T cell-vesicle binding; 2C CD8+ T cell-vesicle binding, flow cytometry; stronger effect = lower value; calls only at 7 µM; hit rate 0.068% among 330,000; AID 2052;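 active = response, share of CD8 T cells binding vesicles, and their 90th percentile fluorescence all below set limits, cut at about 80% in these data, passing the limit was not always enough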
#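 material = purified 2C TCR transgenic mouse naive CD8+ T cells | controls = Unloaded micro-vesicles (low), QL9 vesicles with 0.7% DMSO (high) | detection = cytometric PE anti-B7-1 and Alexa647 anti-CD8 signals after 1% paraformaldehyde fixation | incubation = binding step 1.5 h, 37 °C, antibody labelling 20 min, ice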
# HEK293 NOD2/NF-kB – inhibition of NOD2-driven NF-kB reporter – cell-based, luminescence, uHTS, HEK293 (AID 1566); one-dose inhibition, % at 4 µM; EC50 in µM for titrated hits; hit rate 0.63% among 290,000; HEK293 NOD2/NF-kB luciferase reporter, luminescence; higher % means a stronger effect; also: many of its hits are not listed in these tables
# GPR55 LPI antagonism – GPR55 antagonists blocking LPI-driven arrestin recruitment, primary screen, imaging, U2OS, beta-arrestin-GFP, LPI agonist (AID 2013) | U2OS GPR55 beta-arrestin-GFP translocation imaging, LPI antagonism; higher % means a stronger effect | hit rate 0.13% among 290,000 | inhibition, % at 10 µM, or IC50 in µM where a hit was titrated;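 active = spots per cell inhibited over 60%, with over 100 cells counted and total cytoplasm intensity under 500,000; inconclusive = wells with under 100 cells, flagged as likely toxic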;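 also: U2OS cells stably carrying GPR55 and arrestin-GFP stimulated by 5 µM LPI near EC80; imaged beta-arrestin-GFP aggregate spots per cell after agonist stimulation; plate controls were LPI-stimulated DMSO wells for no effect and DMSO wells without LPI for full effect; some results filed as inactive read as strong as hits; confirmed hits need IC50 under 10 µM and bright autofluorescent wells are also inconclusive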
# NOD1 NF-kB reporter – inhibition of NOD1-driven NF-kB reporter – cell-based, luminescence, uHTS, primary screen (AID 1578). NOD1-driven NF-kB luciferase reporter cells, luminescence; higher % means a stronger effect. inhibition, % at 4 µM; hits with a dose series show EC50 in µM. hit rate 1% among 290,000; in the data active = inhibition mostly above about 36%, no sharp cut-off; inactive = mostly below about 34%;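 also: HEK-293T reporter cells stimulated with the NOD1 agonist gamma-tri-DAP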
# KOR beta-arrestin-2 – KOR agonists, beta-arrestin recruitment, primary screen, cell-based, luminescence, uHTS (AID 1777); KOR beta-arrestin recruitment, luminescence; higher % means a stronger effect; activation, % at 10 µM; hits with a dose series show EC50 in µM; hit rate 0.02% among 280,000; in the data active = activation above about 50%, passing the limit was not always enough; also: a part of the inactive calls stands beside numbers as strong as those of hits
# NTR1 ag – NTR1-driven beta-arrestin-GFP spot formation – imaging, U2OS cells, high content, primary screen (AID 493036). activation, % at 20 µM. agonist mode. hit rate 0.17% among 330,000. P30989;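 active = activation at or above 40% of the spot to cytoplasm intensity ratio, with at least 20 cells analyzed; inconclusive = wells under 20 cells, flagged as cytotoxic or low count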;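 also: 0% = DMSO without peptide and 100% = 100 nM NTR1 peptide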
# Target sequence (P30989 whole entry, looked up): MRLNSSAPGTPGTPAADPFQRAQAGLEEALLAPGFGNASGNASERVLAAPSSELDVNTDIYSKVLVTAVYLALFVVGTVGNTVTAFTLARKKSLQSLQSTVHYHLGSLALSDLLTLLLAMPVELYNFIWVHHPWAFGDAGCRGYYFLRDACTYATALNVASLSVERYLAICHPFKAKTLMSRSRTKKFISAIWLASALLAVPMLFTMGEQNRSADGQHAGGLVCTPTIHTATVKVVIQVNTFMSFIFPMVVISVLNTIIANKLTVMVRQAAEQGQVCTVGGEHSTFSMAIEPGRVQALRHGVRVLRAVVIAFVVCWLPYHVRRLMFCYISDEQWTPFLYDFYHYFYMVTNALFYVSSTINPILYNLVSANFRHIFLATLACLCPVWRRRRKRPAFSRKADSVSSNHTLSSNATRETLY
# T cell HTS vesicle-bound % – also measured in T cell HTS; calls as there; double positive events, %; measured here: CD8+ vesicle-bound cell fraction;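 binding gate set so that unloaded-vesicle control wells show 10% double positive cells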
# NTR1 ag cell count 20 µM – recorded beside NTR1 ag, whose call it bears; cell count; measured here: cell count, cytotoxicity flag
# Myeloid diff MLP GFP+ MAC1+ % – second read-out of Myeloid diff MLP, no call of its own (marks repeat the call); GFP+ MAC1+ double positive, %; measured here: differentiation confirmed by MAC1 staining
# * = called active by the depositor; i = inactive; ? = inconclusive; . = no result given; [ ] = dose if it differs, or a comment. Rule as the data show it, unless noted: active = inhibition above about 50%; inactive = the rest.
SMILES,KOR beta-arrestin-1,Myeloid diff MLP,Myeloid diff MLP GFP+ MAC1+ %,GPR55 beta-arrestin,T cell HTS,T cell HTS vesicle-bound %,HEK293 NOD2/NF-kB,GPR55 LPI antagonism,NOD1 NF-kB reporter,KOR beta-arrestin-2,NTR1 ag,NTR1 ag cell count 20 µM
CCOc1ccc(N=C(NN)c2ccc3ccccc3n2)cc1,10%,i,0.7,0.2%,i,40,-24%,-7%,-45%,5.1%,1.0,60
O=C(CNS(=O)(=O)c1ccc(Br)s1)N1CCN(c2ncccn2)CC1,-21%,i,0.9,0.3%,.,.,0%,-4%,-23%,-3.6%,.,.
Cc1ccn2c(c1)nc(=O)c1cc(S(=O)(=O)N3CCOCC3)ccc12,-23%,i,2.8,-0.3%,i,10,2%,2%,-24%,4.8%,-1.4,52
C#CCNc1cc(C)nc2ncnn12,-29%,i,2.2,0.8%,i,8,4%,7%,-15%,4.9%,0.3,57
CCOc1ccccc1CN1CCN(C2CCN(c3ccccc3F)CC2)CC1CCO (stereo unspecified),-13%,i,0.0,-0.2%,i,55,-10%,20%,-27%,-1.1%,-1.0,75
Cc1nn(Cc2noc(C(=O)NC3CCC(C)CC3)n2)c(C)c1Br (stereo unspecified),-25%,i,5.6,-0.2%,i,52,8%,-7%,9%,0.3%,0.1,45
CCS(=O)(=O)CCSC(=N)N,16%,i,7.2,-0.1%,i,22,15%,-2%,-8%,-1.9%,-0.3,46
COc1ccc(N2CCN(C(=O)CCCNC(=O)Cn3cnc4sc(C)c(C)c4c3=O)CC2)cc1,18%,i,0.2,-0.2%,i,47,3%,-4%,-19%,-4.8%,1.4,46
CCOC(=O)c1cccc(NC(=O)C2CCCN(S(=O)(=O)c3c(C)n[nH]c3C)C2)c1 (stereo unspecified),5%,i,0.7,0.6%,i,31,4%,9%,-7%,-0.3%,0.8,83
CCOc1c(S(=O)(=O)NC2CC(C)(C)NC(C)(C)C2)ccc(Cl)c1Cl,-24%,i,0.2,0.3%,i,64,-3%,11%,-39%,-5.3%,0.8,45
Cc1ccsc1C(=O)N1CCCC(N2CCN(c3cccc(Cl)c3)CC2)C1 (stereo unspecified),4%,?,.,-0.1%,i,71,0%,22%,-12%,2.9%,1.1,76
CCN(CC)S(=O)(=O)c1ccc(NS(=O)(=O)c2cccc(C)c2)cc1,11%,i,0.8,0.2%,i,9,16%,-3%,8%,0.0%,-2.6,78
CN1CCN(C(=O)c2ccc3c(c2)N(Cc2ccccc2F)C(=O)c2ccccc2S3=O)CC1 (stereo unspecified),-4%[20 µM],i,2.8,-0.1%,i,40,13%,18%,-22%,0.8%,-0.5,65
CN(Cc1ccccc1)C(=O)c1ccco1,-18%[20 µM],i,0.7,0.8%,i,32,7%,12%,-38%,.,-0.7,66
CC(C)(C)c1ccc(-c2cc(N)n[nH]2)cc1,-33%,i,2.4,0.3%,i,.,43%,20%,49%,2.9%,0.7,97
OCCC1CN(C2CCN(c3ccccc3)CC2)CCN1Cc1ccc(F)c(F)c1 (stereo unspecified),7%,i,0.3,0.3%,i,7,-9%,-4%,-4%,.,-0.9,67
Cc1ccnc(NS(=O)(=O)c2ccc(NC(=O)C3CCCCC3C(=O)O)cc2)n1 (stereo unspecified),14%,i,1.4,-0.1%,i,5,4%,12%,-1%,-1.6%,0.9,61
Cc1ccc(NCc2nnc(SCC(N)=O)o2)c(C)c1,-15%[20 µM],i,0.0,0.6%,i,36,22%,-2%,-29%,.,1.0,71
CCOc1ccc(-n2c(-c3ccccc3)c[n+]3c2CCC3)cc1,6%[20 µM],i,2.1,-0.1%,i,26,48%,-3%,32%,-2.9%,1.5,50
COc1ccc(Cc2noc(-c3ccc(C)cc3)n2)cc1,11%,i,1.3,-0.1%,i,16,-15%,0%,-34%,-6.8%,-0.1,89

# Reprinted from the part before: 2 entries; new compounds follow.
SMILES,KOR beta-arrestin-1,Myeloid diff MLP,Myeloid diff MLP GFP+ MAC1+ %,GPR55 beta-arrestin,T cell HTS,T cell HTS vesicle-bound %,HEK293 NOD2/NF-kB,GPR55 LPI antagonism,NOD1 NF-kB reporter,KOR beta-arrestin-2,NTR1 ag,NTR1 ag cell count 20 µM
CCOc1ccc(-n2c(-c3ccccc3)c[n+]3c2CCC3)cc1,6%[20 µM],i,2.1,-0.1%,i,26,48%,-3%,32%,-2.9%,1.5,50
COc1ccc(Cc2noc(-c3ccc(C)cc3)n2)cc1,11%,i,1.3,-0.1%,i,16,-15%,0%,-34%,-6.8%,-0.1,89
CCCOc1ccc(/C=c2\sc3nc(-c4ccco4)nn3c2=O)cc1OCC,-10%,i,0.6,2.7%,i,19,-6%,-5%,-6%,-1.7%,0.6,58
COc1cc(NC(=O)c2cccs2)ccc1NC(=O)c1cc2ccccc2o1,-75%,i,0.4,-0.1%,i,25,0%,1%,-36%,6.5%,5.9,39
COc1ccc(C(=O)Nc2ccncc2)cc1OC,-16%,i,0.9,0.3%,i,9,-5%,-4%,-20%,7.6%,0.6,63
CSc1nc(C)cc(OCCNS(=O)(=O)c2cc(C)ccc2C)n1,34%,i,0.4,-0.1%,i,55,-3%,-10%,-15%,-4.7%,-0.7,58
O=C(Nc1cccnc1)c1cnn2cccnc12,39%,i,5.1,0.3%,i,36,-2%,-3%,-14%,-2.6%,-0.4,38
O=C(COC(=O)c1sc2ccccc2c1Cl)Nc1ncc(Cl)cc1Cl,30%,i,1.0,0.0%,i,41,14%,5%,4%,14%,1.8,45
O=C(/C=C/c1ccco1)Nc1ccc(-c2nc3ccccc3[nH]2)cc1,2%,i,0.8,0.2%,i,42,12%,-5%,-16%,8.1%,.,.
COc1ccccc1/C=C/C=N/NC(=O)c1ccccn1,-24%,i,0.2,0.4%,i,26,-45%,9%,-56%,4.8%,-0.1,28
c1cn(CCCNC2=NCCCCC2)cn1,5%,i,1.5,0.2%,i,14,7%,-10%,-7%,5.4%,0.4,72
Cc1ccccc1OCC(=O)OC(C)CN1CCN(C)CC1 (stereo unspecified),-16%,i,1.3,-0.3%,i,14,-8%,10%,-23%,2.5%,-1.4,95
CCOc1ccc(NS(=O)(=O)c2ccc3c(c2)N(C(C)=O)CC3)cc1,1%[20 µM],i,1.8,-0.2%,i,35,4%,-4%,-6%,5.9%,-0.5,37
Clc1c(-c2nnc3n2CCCCC3)sc2ccccc12,6%,i,0.7,-0.1%,i,60,6%,2%,1%,0.3%,0.5,44
Cc1ccc(Oc2nc3c(C)cccn3c(=O)c2/C=C(\C#N)C(N)=O)cc1,5%,i,0.8,-0.2%,i,7,5%,5%,-9%,-3.1%,5.2,43
CN(C)S(=O)(=O)c1ccc(NC(=O)N2CCN(c3cccc(C(F)(F)F)c3)CC2)cc1,-28%,i,0.7,0.3%,i,35,24%,-12%,20%,-0.9%,2.5,79
CCCCOC(=O)C[N+](C)(C)CCOC1CC2CCC1(C)C2(C)C (stereo unspecified),-3%,i,1.0,0.2%,i,58,22%,16%,-16%,1.3%,0.7,71
CCOC(=O)N1CCN(S(=O)(=O)c2cc(-c3nn4c(C)nnc4c4ccccc34)ccc2C)CC1,-9%,i,1.0,-0.1%,i,13,13%,-9%,11%,1.5%,0.6,28
C=CCn1c(N(C)C)nc2c1c(=O)[nH]c(=O)n2C,42%,i,1.3,0.2%,i,40,0%,-1%,-2%,-2.5%,-2.3,57
COc1ccc(-n2c(=S)[nH]c3cc(C(=O)Nc4cc(OC)c(OC)c(OC)c4)ccc3c2=O)c(OC)c1,2%,i,0.4,-0.5%,i,57,21%,11%,4%,-6.7%,5.1,61
Cc1cccc(C)c1NC(=O)CSc1nnc(NC(=O)CN2CCOCC2)s1,-47%,i,0.4,-0.1%,i,62,-10%,-9%,-10%,25%,-1.9,59
COc1ccc(C)cc1NC(=O)NNC(=O)C1CCC(C(C)(C)C)CC1 (stereo unspecified),-1%,i,0.6,0.4%,i,3,12%,1%,-38%,-6.8%,4.7,50
CN(C)C(=O)/C=C\c1cn(-c2ccccc2)nc1-c1ccc2c(c1)OCCO2,-98%[20 µM],i,0.2,-0.1%,i,64,41%,6%,5%,5.3%,0.2,89
O=C(CSc1ccccc1)NCCc1ccc(F)cc1,-11%[20 µM],i,0.0,1.0%,i,10,3%,9%,-20%,-4.6%,0.6,61
COc1ccc(N2CCC(CNC(=O)Nc3ccc(OC)cc3OC)C2)cc1 (stereo unspecified),15%,i,1.4,-0.1%,i,49,15%,24%,5%,1.7%,-0.2,34
O=C(OCC(=O)N1CCOCC1)c1cccc(S(=O)(=O)N2CCCc3ccccc32)c1,-5%,i,0.4,-0.1%,i,36,-3%,9%,-3%,2.6%,1.9,44
CN(C)N1C(N)=C(C#N)C(c2ccccc2)C2=C1CCCC2=O (stereo unspecified),-19%,i,0.0,-0.3%,i,34,16%,10%,-15%,-3.4%,0.4,49
CCOC(=O)C(CO)(NC(C)=O)C(=O)OCC,-6%,i,0.5,-0.2%,i,41,-20%,-5%,-6%,-2.0%,0.9,63
CCn1c(CCNC(=O)c2ccc(C)cc2)nnc1SCc1ccc(Cl)c(Cl)c1,-7%,i,0.3,-0.3%,i,47,8%,-1%,-16%,3.4%,3.9,75
COc1ccc(C(=O)NCC(=O)N2CCN(c3ccccc3)CC2)cc1,-13%,i,0.4,-0.1%,i,58,11%,-4%,15%,-5.3%,-0.6,50
COc1cccc(CN(C)C(=O)CSc2nc3ccccc3[nH]2)c1OC,-7%,.,.,-0.3%,i,33,3%,0%,-7%,3.7%,0.9,53
CCc1nnc(NC(=O)CSc2nc(C)cs2)s1,-9%,i,2.1,0.4%,i,20,-6%,0%,-13%,-4.4%,1.6,35
Cc1cc(C)n2nc(CNS(=O)(=O)c3cccc([N+](=O)[O-])c3)nc2n1,-1%,i,0.6,0.3%,i,19,10%,20%,-20%,0.4%,0.4,57
O=C1C2CC=C(Cl)CC2C(=O)N1CCC[n+]1ccccc1 (stereo unspecified),-28%,i,1.1,0.0%,i,20,17%,17%,10%,8.8%,2.2,71
C#CCOCCOCCOCCNc1nc(N2CCN(C(=O)[C@H](CCC(=O)O)n3cc(C(N)CC(C)C)nn3)CC2)nc(N2CCN(C(=O)[C@H](Cc3cc4ccccc4[nH]3)n3cc(C(N)CC(C)C)nn3)CC2)n1 (stereo partly specified),2%,i,2.5,-0.2%,i,18,1%,4%,-25%,-0.8%,-0.5,55

# An excerpt. The share of hits here may be higher or lower than overall.
